# Source: PubChem BioAssay (several laboratories)
# BAP1 block – human BAP1 deubiquitinase inhibition; Q92560; activity remaining (% of control), % at 20 µM; recombinant BAP1, Ub-AMC hydrolysis fluorescence kinetic; stronger effect = lower value; 72,000 tested, 0.48% active;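 active = activity remaining at or below 50% of control, provided the compound also passes the data quality filters; inactive = the rest, including low values that fail the filters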;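 also: 100% = DMSO wells rate and 0% = substrate alone blank rate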
# Target sequence (Q92560 whole entry, looked up): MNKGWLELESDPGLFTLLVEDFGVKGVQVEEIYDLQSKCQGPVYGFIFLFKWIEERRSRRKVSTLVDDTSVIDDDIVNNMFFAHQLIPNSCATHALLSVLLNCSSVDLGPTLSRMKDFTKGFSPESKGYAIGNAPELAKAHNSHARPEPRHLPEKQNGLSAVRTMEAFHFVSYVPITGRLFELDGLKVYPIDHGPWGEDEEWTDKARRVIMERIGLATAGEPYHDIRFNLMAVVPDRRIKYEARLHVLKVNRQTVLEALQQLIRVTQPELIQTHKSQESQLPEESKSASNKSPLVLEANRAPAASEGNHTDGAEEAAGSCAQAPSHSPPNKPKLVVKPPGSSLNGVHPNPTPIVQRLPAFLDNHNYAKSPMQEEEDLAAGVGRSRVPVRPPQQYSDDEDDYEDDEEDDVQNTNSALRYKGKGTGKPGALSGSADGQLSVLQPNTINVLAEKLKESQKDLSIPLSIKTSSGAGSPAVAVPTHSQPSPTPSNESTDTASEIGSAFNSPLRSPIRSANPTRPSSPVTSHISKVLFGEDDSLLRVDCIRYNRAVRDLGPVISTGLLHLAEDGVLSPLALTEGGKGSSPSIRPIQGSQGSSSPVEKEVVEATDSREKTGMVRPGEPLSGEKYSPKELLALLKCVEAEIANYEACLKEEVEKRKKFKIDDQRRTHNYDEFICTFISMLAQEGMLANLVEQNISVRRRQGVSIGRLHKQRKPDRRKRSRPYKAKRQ
# HePTP inh – blocks human HePTP tyrosine phosphatase; P35236; recombinant HePTP phosphatase activity, OD absorbance; 110,000 tested, 0.64% active; inhibition, % at 20 µM; in the data active = inhibition above about 50%;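 also: plate controls were vehicle for no effect and reference inhibitor for full effect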
# Target sequence (P35236 whole entry, looked up): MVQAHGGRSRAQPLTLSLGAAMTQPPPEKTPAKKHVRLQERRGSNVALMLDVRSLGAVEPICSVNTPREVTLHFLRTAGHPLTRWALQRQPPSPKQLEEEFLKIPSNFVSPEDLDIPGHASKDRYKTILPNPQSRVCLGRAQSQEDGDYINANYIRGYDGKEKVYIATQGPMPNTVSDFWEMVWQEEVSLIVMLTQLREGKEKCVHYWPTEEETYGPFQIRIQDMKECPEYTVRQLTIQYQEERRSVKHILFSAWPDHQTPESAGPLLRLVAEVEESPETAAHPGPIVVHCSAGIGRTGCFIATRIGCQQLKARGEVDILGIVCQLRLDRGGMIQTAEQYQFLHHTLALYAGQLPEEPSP
# Starred values were filed as active, the others as inactive; nt = no result given; & = joins results of further samples. Rows were taken by chance. Share with any hit: about 0.83%.
BAP1 block	HePTP inh	structure
nt	10	O=C(Nc1cc(C(F)(F)F)ccc1Cl)c1ccccc1I
96	15	CN1CCN(c2nc(-c3ccccc3)c3cc(Cl)ccc3n2)CC1
86	nt	O=C1CC(Nc2ccc(N3CCOCC3)cc2)C(=O)N1Cc1ccccc1 (centres undefined)
nt	5	O=C(c1ccc2ccccc2n1)N1CCOCC1
95	-3	CC(C)c1cc(C(=O)Nc2sc3c(c2C#N)CCC3)no1
nt	-11	COc1ccc(CCNC(=O)C(=O)NCC(C)C)cc1
74	14	OC(c1cccc(OCc2ccccc2)c1)c1nnc(-c2ccccc2)o1 (centres undefined)
86	-4	O=C(CC(c1ccccc1)c1ccccc1)Nc1ncn[nH]1
174	-3	CC(=O)Nc1cccc(-c2nnc3n2CC(C)S3)c1 (centres undefined)
61	13	COc1cc2c(=O)n(Cc3ccccc3)c(=O)n(CC(=O)NCc3ccco3)c2cc1OC
nt	-30	CC1CCc2c(sc(NC(=O)C3CC3)c2C(=O)OC(C)C)C1 (centres undefined)
86	3	CCn1cc(C(=O)N2CCCC2)c(=O)c2cc(S(=O)(=O)N3CCOCC3)ccc21
125	8	Nc1c2c(nc3ccccc13)CCC2
nt	0	Cc1onc(-c2c(F)cccc2Cl)c1C(=O)NCCCN1CCOCC1
72	0	CCOC(=O)CC(=O)CSc1ncnc2c1oc1ccccc12
100	2	CCOC(=O)c1nnsc1NC(C)=O
94	-6	Cc1sc2ncn(CC(=O)NCCCC(=O)N3CCN(c4ccccn4)CC3)c(=O)c2c1C
94	-4	COc1ccc(NC(=O)c2cccc(NC(=O)c3ccco3)c2)c(OC)c1
95	1	C=CCc1c(C)nc(SCc2nc3ccccc3c(=O)[nH]2)[nH]c1=O
119	5	O=C(C1CCN(S(=O)(=O)N2CCOCC2)CC1)N1CCN(Cc2ccccc2)CC1

# Gathered by group, the entries above with an NH in an aromatic ring.
BAP1 block	HePTP inh	structure
86	-4	O=C(CC(c1ccccc1)c1ccccc1)Nc1ncn[nH]1
95	1	C=CCc1c(C)nc(SCc2nc3ccccc3c(=O)[nH]2)[nH]c1=O

# A second format for part of the listing above.
> CC1CCc2c(sc(NC(=O)C3CC3)c2C(=O)OC(C)C)C1 (centres undefined)
  BAP1 block: nt
  HePTP inh: -30

> CCn1cc(C(=O)N2CCCC2)c(=O)c2cc(S(=O)(=O)N3CCOCC3)ccc21
  BAP1 block: 86
  HePTP inh: 3

> Nc1c2c(nc3ccccc13)CCC2
  BAP1 block: 125
  HePTP inh: 8

> Cc1onc(-c2c(F)cccc2Cl)c1C(=O)NCCCN1CCOCC1
  BAP1 block: nt
  HePTP inh: 0

# Next entries:
BAP1 block	HePTP inh	structure
nt	6	O=S(=O)(Nc1nc2ccccc2nc1-n1cnc2ccccc21)c1ccccc1
100	8	CCC(=O)Nc1ccccc1N1CCN(S(C)(=O)=O)CC1
nt	-11	COc1cc(OC)cc(C(=O)N2CCN(Cc3ccncc3)CC2)c1
nt	3	COc1cc(C2c3c(oc4ccc(Cl)cc4c3=O)C(=O)N2Cc2ccco2)cc(OC)c1OC (centres undefined)
nt	-5	Cc1ccc(-c2nc3cc(Cl)ccc3o2)cc1NC(=O)c1ccc2ccccc2c1
80	-2	COc1ccc(OC)c(-c2cc(C(=O)N3CCN(c4ncccn4)CC3)c3ccccc3n2)c1
nt	10	NC(=O)c1ccc(NC(=O)Nc2cccc3ccccc23)cc1
88	6	COc1ccc(NC(=O)CN2CCN(S(=O)(=O)c3ccc(Cl)cc3)CC2)cc1
86	10	COc1ccccc1CNC(=O)CNCC1CCCO1 (centres undefined)
93	8	O=C(CSC1=NCCS1)Nc1ccc(S(=O)(=O)N2CCCCCC2)cc1
67	-1	CCOC(=O)c1c(C)c(C(=O)NCCN2CCOCC2)c(C)n1CC
111	-6	CCc1ccc(C2CC(c3ccc(C)cc3)Nc3nc(N)nn32)cc1 (centres undefined)
nt	-1	CCOC(=O)N1CCN(Cc2cc(=O)oc3cc4c(cc23)CCC4)CC1
nt	-4	O=C(N/C(=C/c1ccc(Br)cc1)c1nc2ccccc2[nH]1)c1ccccc1
nt	7	O=C(c1ccc(Br)cc1)N1CCN(Cc2ccccc2)CC1
94	10	Cn1c(=O)c2c(nc(N3CCCCCC3)n2CC(O)COc2ccccc2)n(C)c1=O (centres undefined)
98	0	O=C(COc1ccccc1)NCCc1cn2ccsc2n1
103	-2	CN1CCN(C(=O)c2ccc(C3SCC(=O)N3Cc3ccco3)cc2)CC1 (centres undefined)
nt	8	COc1ccccc1N(C(=O)C(Cl)(Cl)Cl)C1C=CS(=O)(=O)C1 (centres undefined)
nt	2	C=CCN1C(=O)/C(=C\c2ccc(OCC(=O)O)c(OC)c2)C(=O)NC1=S
nt	-4	Cc1ccc(S(=O)(=O)N/N=C/c2cc(Cl)cc(Cl)c2O)cc1
94	4	O=C(c1ccccc1-c1nc2ccccc2[nH]1)N1CCCCC1
nt	-5	CCc1c(C)nc2ccc(OC)cc2c1SCC(=O)O
97	nt	O=C(NC1CCCCCC1)c1ccc2c(c1)OCO2
134	4	Cc1cccc(OCc2nc(C)cc(=O)[nH]2)c1
nt	3	Cc1cccc(OCC(=O)NCc2ccc(F)cc2)c1
nt	-6	Cc1ccc(OCC(=O)N/N=C\c2ccc(-c3ccc(Cl)cc3)o2)cc1
nt	3	Cc1ccc(N=Cc2cccc([N+](=O)[O-])c2)cc1F
102	2	Cc1sc2c(c1C)C(=O)NC(c1cccc(O)c1)N2 (centres undefined)
104	8	Cn1cccc1-c1nc2ccc(NC(=O)c3ccccc3)cc2[nH]1
92	nt	Cc1ccc(Cl)cc1-n1c(=O)cc(N2CCN(C(=O)c3ccco3)CC2)[nH]c1=O
nt	6	Cc1ccc(N=Cc2c(O)n(C)c(=O)n(C)c2=O)nc1
100	-3	Cc1ccc(Cl)cc1NC(=O)Cn1cc2c(n1)CCCC2
nt	8	C=CCc1ccccc1OCCOc1ccc(Br)cc1/C=C1/SC(=S)N(C)C1=O
104	9	CSCCC(NC(=O)C1CCC(C)CC1)C(=O)O (centres undefined)
nt	-18	O=C1/C(=C/c2cccnc2)SC(=S)N1Cc1ccco1
nt	6	COc1cc(/C=c2\sc3nc4ccccc4n3c2=O)ccc1OCCOc1ccc(C(C)(C)C)cc1
114	-8&-3	CC(C)(C)N(C=C(Cl)Cl)C(=O)NC1CCCCC1
88	8	N#Cc1cc2c(nc1SCC(=O)Nc1sc3c(c1C#N)CCC3)CCCCC2
nt	8	Cc1ccc(S(=O)(=O)N2CCN(Cc3ccccc3[N+](=O)[O-])CC2)cc1
100	0	CCOC(=O)CCSc1nnc(-c2cccnc2)n1-c1ccccc1OC
100	7	Cc1occc1C(=O)Nc1cc(=O)n(C)c(=O)n1C
106	8	COc1ccc(N(C)C(=O)CC2(CC(=O)O)CCCCC2)cc1
99	nt	O=C1NC(c2ccc(O)cc2O)Nc2sc3c(c21)CCCC3 (centres undefined)
nt	10	O=C(c1cc2ccccc2oc1=O)N1CCN(c2ccccc2)CC1
101	0	COc1ccc(S(=O)(=O)N(C)CC(=O)N2CCN(C)CC2)cc1C
120	4	Cn1c(CNC(=O)c2ccco2)nnc1SCC(=O)N1c2ccccc2Sc2ccccc21
81	-1	CC(C)(C)P(=O)(CO)c1ccccc1 (centres undefined)
89	6	CC(=O)N1CCc2cc(S(=O)(=O)NCCN3CCC(C)CC3)ccc21
nt	-10	CC(=O)NC1=NN(C(C)=O)C(c2ccccc2F)S1 (centres undefined)

# Additional records follow.
BAP1 block	HePTP inh	structure
115	nt	Cc1nc2ccc3nc(NC(=O)c4ccc(S(=O)(=O)N(C)c5ccccc5)cc4)sc3c2s1
nt	0	COc1ccc(CCN(C(C)=O)C2CC(=O)N(c3ccc(Cl)cc3)C2=O)cc1 (centres undefined)
nt	16	O=C1C=C/C(=N\S(=O)(=O)c2ccc(Cl)cc2)C=C1Cl
92	8	Cc1cc(C)nc(SCc2nnc(SCC(=O)Nc3nccs3)n2Cc2ccco2)n1
113	-7&4	CN(C)c1cccc(NC(=O)CCc2ccccc2)c1
nt	-12	C#CCOc1c(Cl)cc(C=O)cc1Cl
107	5	COCCn1nnnc1CN(CCc1ccccc1)Cc1cc2ccc(C)cc2[nH]c1=O
nt	-1	CC1=C(C(=O)OCCC#N)C(c2cccc(Oc3ccccc3)c2)NC(=O)N1 (centres undefined)
101	2&-14	CCn1nnnc1-c1ccc(OC)c(S(=O)(=O)NCCc2ccccc2)c1
nt	7	CCCN1C(=O)c2ccccc2NC1c1ccc2c(c1)OCO2 (centres undefined)
nt	10	Cc1ccc(C(=O)/C=C/c2ccc(-c3cccc(Cl)c3)o2)cc1
nt	7	CCNC(=O)NC1C(NC(=O)NCC)N(C)C(=O)N1C (centres undefined)
nt	-10	COCCn1c(=O)[nH]c2cc(C(=O)NCCN3CCN(c4ccccc4F)CC3)ccc2c1=O
nt	4	Cc1cc(C(=O)NCc2ccc(S(N)(=O)=O)cc2)ccc1[N+](=O)[O-]
nt	-5	Cc1ccc(NC(=O)c2ccco2)c(C)c1
83	5	O=C(CN1C(=O)CSC1=O)Nc1ccc(C(=O)O)cc1
103	3	COc1cccc(C(=O)N(Cc2ccc(N(C)C)cc2)C2CCS(=O)(=O)C2)c1 (centres undefined)
nt	9	CC(=O)c1cccc(N(CC(=O)N2CCCC2)S(C)(=O)=O)c1
nt	0	CCS(=O)(=O)N1CCN(C(=O)c2cccc(OC)c2)CC1
nt	-8	COc1ccc(/C=C(C(=O)O)/C(C)=C/C(=O)O)c(OC)c1
nt	0	COc1cc(NC(=O)COc2ccc(Br)cc2)ccc1NC(=O)c1ccco1
96	6	O=C(O)CN1CCN(Cc2ccccc2Cl)C1=O
104	4	CCOC(=O)N1CCN(C(=O)CN(C2CCCCC2)S(=O)(=O)c2ccc(F)cc2)CC1
nt	9	COc1ccc(C(=O)Nc2ccc3c4c(cccc24)CC3)cc1Br
nt	10	O=C(/C=C/c1ccc(-c2ccc(Cl)cc2Cl)o1)c1ccc(F)cc1
98	7	CCc1ccccc1NC(=O)N1C2CCCC1CC(NC(C)=O)C2 (centres undefined)
nt	-4	Cc1occc1C(=O)Nc1sc2c(c1C(N)=O)CCC(C(C)(C)C)C2 (centres undefined)
98	-1	COC(=O)CSc1ncnc2c1cnn2Cc1ccccc1
132	8	COC(=O)/C=c1/s/c(=C(\C#N)C(=O)NCc2ccco2)n(-c2ccccc2)c1=O
182	9	CN1CCN(S(=O)(=O)c2ccc(NC(=O)c3csc4ccccc34)cc2)CC1
124	nt	NC(=O)c1c(NC(=O)CSc2nnc(-c3ccco3)n2-c2ccccc2)sc2c1CCC2
81	nt	CCOC(=O)c1c(N=c2oc3cc(O)ccc3cc2C(N)=O)sc2c1CCCC2
77	-5	Cc1nn(-c2ccccc2)c2c1C1(C(=O)N(C(C)C)c3ccccc31)C(C#N)=C(N)O2 (centres undefined)
nt	89*	CCOC(=O)c1ccc(N2NC(=O)/C(=C/c3cc(OC)c(O)c(OC)c3)C2=O)cc1
nt	7	Nc1nnc(CC(=O)N/N=C/c2ccc(OCc3ccc([N+](=O)[O-])cc3)cc2)s1
nt	-8	O=C(CSc1nc2ccccc2s1)NCc1ccco1
103	1	O=C(Cn1cccc1)N1CCN(c2ccc(F)cc2)CC1
98	7	CCc1ccc(OCC(=O)N(C)C)c(Br)c1
90	-5	O=C(c1ccc2c(c1)OCO2)N(c1ccc(Cl)cc1)C1C=CS(=O)(=O)C1 (centres undefined)
101	10	Cc1nn(-c2ccc(F)cc2)c(C)c1NS(=O)(=O)c1ccc(Cl)cc1

# Another view of part of the listing above.
# Order of results: BAP1 block | HePTP inh
> COc1ccc(N(C)C(=O)CC2(CC(=O)O)CCCCC2)cc1
 : 106 | 8
> O=C1NC(c2ccc(O)cc2O)Nc2sc3c(c21)CCCC3 (centres undefined)
 : 99 | nt
> O=C(c1cc2ccccc2oc1=O)N1CCN(c2ccccc2)CC1
 : nt | 10

# Other compounds
BAP1 block	HePTP inh	structure
nt	4	O=C(Nc1ccc(Cl)c(Cl)c1)C1C2/C=C\CCCCC21 (centres undefined)
102	9	C=CCn1c(SCCCC)nc(O)cc1=O
nt	4	CCOC(=O)C1=CN(c2ccc(C)c(C)c2)C=C(C(=O)OCC)C1c1cccc(OC)c1
nt	9	Cc1ccsc1-c1cc(C(=O)O)c2c(ccc3ccccc32)n1
103	nt	COc1cccc(C2C(N3C(=O)c4ccccc4C3=O)C(=O)N2c2ccc(C)c(C)c2)c1 (centres undefined)
81	7	Cn1c(Cn2cnc3ccccc32)nc2ccccc21
nt	-14	CCOc1cccc(=O)c2c(C)oc(C)c12
98	-6	O=C(NC1CCCC1)C(c1cccs1)N(CC1CCCO1)C(=O)Cc1cccs1 (centres undefined)
91	6	COC(=O)c1cc2occc2n1CC(=O)Nc1cc(OC)cc(OC)c1
nt	1	COc1ccc(S(=O)(=O)N2CCN(Cc3ccccc3)CC2)cc1[N+](=O)[O-]
100	-9	COc1cc(OC)c(C2SCCN2S(=O)(=O)c2ccc(F)cc2)cc1OC (centres undefined)
nt	6	O=C(Nc1ccccc1F)c1ccc(Cl)c([N+](=O)[O-])c1
nt	5	Cc1ccc(C(=O)N2CCC(C(N)=O)CC2)cc1
79	13	O=C(Nc1ccc(Cl)c(C(F)(F)F)c1)N1CCCC(O)C1 (centres undefined)
nt	-19	O=C(N/N=C/c1ccc(O)c(O)c1)NC12CC3CC(CC(C3)C1)C2
nt	-6	Cc1ccc([N+](=O)[O-])cc1N1C(=O)C2C(C1=O)C1(C)C(=O)C2(C)C(c2ccccc2)=C1c1ccccc1 (centres undefined)
84	11	O=C(NC(=O)N1CCN(c2ccccc2F)CC1)c1ccccc1
nt	7	Cc1cccc(C(=O)NNC2=CC(=O)CC(C)(C)C2)c1O
120	11	O=C(CSc1nnc(CN2CCOCC2)n1-c1ccc(Cl)cc1)N1CCc2ccccc21
76	5	CCN1CCN(c2cc(C)c3cc(NC(=O)c4ccncc4)ccc3n2)CC1
